biotin-GST TR-FRET = biotin-GST/anti-GST TR-FRET signal inhibitors, dose response, artefact control for Vif-APOBEC3G degradation inhibitor project, biochemical (AID 1117362); TR-FRET counter screen, biotin-GST/anti-GST signal; IC50 in µM for hits, for the others inhibition, % at the top dose, mostly 100 µM; 3,600 compounds, 2.8% hits;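 active = inhibition above 30% at one or more concentrations, seen consistently on every test date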;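 also: biotinylated GST protein used in place of GST-Vif 1-94 and biotin-A3G peptide; detects fluorescence quenchers or blockers of GST binding to anti-GST antibody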
* marks the source's active call; other numbers are inactive results. The list is partial; the hit share may differ from the screen's.

SMILES | biotin-GST TR-FRET
CCN(CC)C(=O)c1ccc2c(c1)C1C=CCC1C(C(=O)O)N2 (centres undefined) | -2.4%
O=c1[nH]c(=O)n(C2CCCCCC2)c(O)c1C=NCCCN1CCOCC1 | -2.1%
Cc1ccc(N2C(=O)/C(=C/c3ccc(CN(CCC#N)S(C)(=O)=O)o3)C(=O)NC2=S)cc1 | -6.3%
O=C1C=C(N2CC2)c2ccccc2C1=O | 5.6%
O=C1NC(=O)N(C2CCCCC2)C(=O)C1C1c2ccccc2C(=O)N1Cc1ccccc1 (centres undefined) | -0.9%
O=C1C2CCCN2C(c2cccs2)N1c1ccccn1 (centres undefined) | 4.6%
C=CCN1C(=O)C2(C(C(=O)OCC)=C(N)Oc3ccccc32)c2c1c1ccccc1oc2=O (centres undefined) | -0.4%
O=C1CC=C2C3CC4N(CCC45c4cc(O)c(O)cc4N1C25)CC3=CCBr (centres undefined) | 3.05µM*
COc1ccc(CCNCc2ccc(C)s2)cc1OC | -3.7%
Cc1cccc(OCCn2cccc2/C=C2/C(=O)NC(=O)N(Cc3ccco3)C2=O)c1 | 1.1%

Reprinted at random: five compounds from above
SMILES | biotin-GST TR-FRET
CCN(CC)C(=O)c1ccc2c(c1)C1C=CCC1C(C(=O)O)N2 (centres undefined) | -2.4%
O=C1C2CCCN2C(c2cccs2)N1c1ccccn1 (centres undefined) | 4.6%
COc1ccc(CCNCc2ccc(C)s2)cc1OC | -3.7%
O=c1[nH]c(=O)n(C2CCCCCC2)c(O)c1C=NCCCN1CCOCC1 | -2.1%
Cc1cccc(OCCn2cccc2/C=C2/C(=O)NC(=O)N(Cc3ccco3)C2=O)c1 | 1.1%
